DAX1 inh-1 – inhibitors of DAX1 repression of SF-1 activated StAR promoter. HEK293T StAR-luciferase reporter, SF-1/DAX-1 repression relief. inhibition, % at 6.8 µM. 370,000 compounds, 1.1% hits. AID 652010;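 active = inhibition above the mean over all tested compounds plus 3 SD, cut at about 3.6% in these data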;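 note: 0% = DAX-1 cells with DMSO and 100% = cells lacking DAX-1 with DMSO; higher inhibition means more luminescence from relief of DAX-1 repression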
SMARCA2 act – increases SMARCA2 function in MMTV reporter cells; 370,000 compounds, 1% hits; activation, % at 9.1 µM; MG213 cells, MMTV-luciferase reporter, dexamethasone, overnight; in the data active = activation above about 7.8%;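 note: 0% = vehicle wells and 100% = reference activator wells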
FXN GAA850 act – activators of GAA850 frataxin (FXN) promoter | HEK293 lucGAA850 FXN promoter luciferase reporter, 24 h; percent of 10 µM SAHA response | 360,000 compounds, 0.56% hits | activation, % at 6 µM | AID 540364;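 active = activation above the average of all compounds screened plus 3 SD, cutoff fixed separately per campaign, cut at about 7.5% in these data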;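 note: 0% = DMSO wells and 100% = 10 µM SAHA wells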
PLCb3 inh – PLC-beta3 (human) inhibition, primary screen. Q01970. Purified PLC-beta3, fluorogenic substrate, fluorescence. inhibition, % at 12.2 µM. 370,000 compounds, 0.18% hits. AID 720704; in the data active = inhibition above about 11%;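 note: 0% = median of compound wells on plate and 100% = full blocker control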
hgDAF12 agonist – activates the H. glycines DAF-12 receptor ligand-binding domain | 370,000 compounds, 1.8% hits | activation, % at 6.8 µM | HEK293 GAL4-hgDAF12 UAS-luciferase reporter, agonist luminescence; normalized to butyrate control | AID 687014;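 active = activation above a cutoff set at the mean of all screened compounds plus 3 SD, cut at about 10% in these data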;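 note: 0% = DMSO wells and 100% = sodium butyrate wells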
sPLA2-III inh – Inhibits HGIII-sPLA2 liposome hydrolysis, primary screen. Q9NZ20. QFRET BODIPY PC-A2 liposome hydrolysis, fluorescence. inhibition, % at 12.2 µM. 370,000 compounds, 0.56% hits. AID 743126;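 active = inhibition above mean plus 3 SD of compounds lying within the high and low control bounds, cut at about 19% in these data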;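 note: 0% = median of test compound wells and 100% = no enzyme DMSO wells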
DAX1 inh-2 – inhibitors of human orphan nuclear receptor DAX1 (NR0B1); P51843; HEK293 Gal4-DAX1 luciferase reporter, luminescence; inhibition, % at 6.75 µM; 340,000 compounds, 0.99% hits; AID 504766;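 active = inhibition above the mean over all tested compounds plus 3 SD, cut at about 4.2% in these data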;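 note: 0% = DAX1-transfected cells with DMSO and 100% = empty-vector control cells with DMSO; inhibition shows as a rise in luminescence from relieved DAX1 repression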
Target sequence (P51843 207-470 limits assumed): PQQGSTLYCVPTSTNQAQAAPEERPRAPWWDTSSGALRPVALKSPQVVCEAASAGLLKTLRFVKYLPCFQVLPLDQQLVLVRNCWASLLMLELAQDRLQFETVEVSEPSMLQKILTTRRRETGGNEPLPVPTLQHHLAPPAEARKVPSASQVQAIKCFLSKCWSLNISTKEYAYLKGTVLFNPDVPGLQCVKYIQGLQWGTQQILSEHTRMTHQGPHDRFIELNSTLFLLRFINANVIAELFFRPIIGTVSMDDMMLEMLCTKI
Rev-erbA mod – Rev-erb alpha (human) modulation. Rev-erbα–FITC-DNA binding, fluorescence polarization, 90 min. activity, % at 10 µM. 370,000 compounds, 0.79% hits. P20393;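 active = activity above about 14%, limit read from the data; passing the limit was not always enough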;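 note: 0% = DMSO wells with 35 nM protein and 100% = DMSO wells with 750 nM protein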
Target sequence (P20393 whole entry, looked up): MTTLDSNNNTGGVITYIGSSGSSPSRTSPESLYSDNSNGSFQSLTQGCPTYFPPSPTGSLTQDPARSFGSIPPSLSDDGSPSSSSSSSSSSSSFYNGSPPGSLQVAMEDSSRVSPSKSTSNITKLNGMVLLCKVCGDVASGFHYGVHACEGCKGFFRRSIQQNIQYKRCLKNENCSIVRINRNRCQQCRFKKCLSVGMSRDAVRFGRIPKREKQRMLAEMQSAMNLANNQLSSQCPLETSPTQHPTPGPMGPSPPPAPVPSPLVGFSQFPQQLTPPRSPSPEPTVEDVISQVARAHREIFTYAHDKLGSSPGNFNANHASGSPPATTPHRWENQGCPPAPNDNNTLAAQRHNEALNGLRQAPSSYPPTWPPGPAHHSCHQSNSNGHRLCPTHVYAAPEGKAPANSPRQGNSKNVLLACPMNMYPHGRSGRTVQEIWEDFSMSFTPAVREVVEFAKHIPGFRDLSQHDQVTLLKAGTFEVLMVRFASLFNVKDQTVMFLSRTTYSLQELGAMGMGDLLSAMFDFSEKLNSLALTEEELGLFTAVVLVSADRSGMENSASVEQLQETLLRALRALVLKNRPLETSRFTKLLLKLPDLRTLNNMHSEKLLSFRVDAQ
PG9 Ab binder – binds the HIV-1 gp120 antibody PG9; TR-FRET gp120-PG9 antibody binding; 360,000 compounds, 0.43% hits; inhibition, % at 6.7 µM; AID 624416; in the data active = inhibition above about 8.5%
ssDAF-12 act – activators of S. stercoralis DAF-12 nuclear receptor; activation, % at 6.8 µM; HEK293 ssDAF-12/GRIP1 lit1-tk-luc reporter, luminescence; % of 3 µM dafachronic acid response; AID 652126; 370,000 compounds, 1% hits;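 active = activation above the mean over all tested compounds plus 3 SD, cut at about 0.9% in these data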;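 note: 0% = DMSO-only wells and 100% = 3 µM delta7-dafachronic acid wells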
hcDAF-12 act – activators of H. contortus DAF-12 nuclear receptor. 370,000 compounds, 1.4% hits. HEK293 hcDAF-12 lit1-tk-luc reporter, luminescence; 0% DMSO, 100% Δ7-dafachronic acid. AID 652067. activation, % at 6.8 µM;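 active = activation above the mean of all tested compounds plus 3 SD, cut at about 5.5% in these data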;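 note: 100% = response to 3 µM Δ7-dafachronic acid high control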
* marks the source's active call; other numbers are inactive results; i = inactive; . = no result given.

Each structure is followed by: DAX1 inh-1	SMARCA2 act	FXN GAA850 act	PLCb3 inh	hgDAF12 agonist	sPLA2-III inh	DAX1 inh-2	Rev-erbA mod	PG9 Ab binder	ssDAF-12 act	hcDAF-12 act
1: COc1cccc(Oc2cc(NN3CCCCC3)c([N+](=O)[O-])cc2[N+](=O)[O-])c1OC
    0.0	0	0.2	-12	1.0	-2	2.1	-1	0.5	-0.5	-0.5
2: O=C(O)C1C2C=CC(C2)C1C(=O)Nc1cccc(C(F)(F)F)c1 (configuration not stated)
    -0.2	-3	4.2	-3	1.5	0	2.5	3	-0.7	-1.1	-1.3
3: CN(C(=O)Cn1cccc1C1=NC(c2ccccc2)CO1)c1ccccc1 (configuration not stated)
    -0.4	-3	1.5	0	-0.8	6	-1.4	0	1.1	-1.5	-1.1
4: CN(Cc1ccco1)C(=O)C1CCN(c2nnc(-n3cccc3)s2)CC1
    -0.2	0	1.4	-6	2.6	2	0.3	-7	-0.6	0.3	-1.1
5: O=C(/C=C/c1ccccc1)Nc1ccc2c(c1)OCCO2
    7.4*	3	0.3	0	18*	4	-0.6	-6	-0.8	0.7	4.4
6: Cc1nc(C)c(-c2csc(Nc3ccc(N)cc3)n2)s1
    -1.4	-2	4.6	-12	-0.9	-2	-2.7	-6	-18	-1.9	-4.9
7: O=C1c2ccccc2C(=O)c2[nH]c(=O)[nH]c21
    -2.2	-8	-0.8	-1	-9.1	3	-1.8	-14	-20	-1.0	-0.7
8: Cn1c(N)c(C(=O)COC(=O)CCOc2ccc(C(C)(C)C)cc2)c(=O)n(C)c1=O
    0.2	-2	1.0	-3	4.9	-15	0.2	-4	-2.5	-0.5	-1.5
9: Cc1ccc(S(=O)(=O)N2C[C@H]3C(=O)C[C@@H](c4ccccc4F)N(S(=O)(=O)c4ccc(C)cc4)[C@H]3C[C@H]2c2ccccc2F)cc1
    -1.7	-4	.	3	-4.5	-6	.	-5	-0.7	-1.3	-2.3
10: Cc1nc2sccn2c(=O)c1S(=O)(=O)NCc1ccccc1
    0.8	1	2.7	-4	-2.5	4	-0.1	2	-0.1	-1.2	1.2
11: Cc1nn(C)c(C)c1NC(=O)COc1ccc(F)cc1Br
    -1.0	1	0.6	5	-0.9	0	-1.4	-3	-0.2	-1.7	-1.3
12: COc1ccc(Cn2nnc3ccccc32)cc1
    -0.5	0	2.1	2	-0.3	4	0.1	-2	-0.3	-1.1	-1.4
13: O=C(O)c1cc(NS(=O)(=O)c2cccs2)cc(NS(=O)(=O)c2cccs2)c1
    1.2	0	-0.1	-4	-0.2	0	0.2	-3	-1.9	-1.4	-1.6
14: NC(=O)C1CCN(C2OC(=O)c3ccccc32)CC1 (configuration not stated)
    -0.1	0	-3.0	4	-2.1	-2	-0.1	4	0.3	-1.3	-1.3
15: CCCS(=O)(=O)NC(=O)C1(C)CCCN(C(=O)c2cc(-c3cccs3)oc2C)C1 (configuration not stated)
    -0.5	-4	1.4	-35	-1.7	14	.	3	1.8	-0.2	-1.2
16: Cc1ccc(S(=O)(=O)N2CCC(C(=O)NCc3ccccc3CN3CCCC3)CC2)cc1C
    1.4	1	0.9	-7	-1.9	8	2.4	-16	-0.6	-1.1	2.0
17: COCc1nnc(NC(=O)c2sc3ccccc3c2Cl)s1
    1.3	9.8*	-0.1	-17	2.6	-11	-0.7	-5	1.2	-1.1	2.1
18: CCc1ccc(N(C(=O)c2csnn2)C(C(=O)NC(C)(C)C)c2ccncc2)cc1 (configuration not stated)
    0.0	0	3.1	-6	-0.8	-1	-0.3	1	0.1	-1.2	0.3
19: CCC1CCCCN1CCNC(=O)C1CCCN(S(=O)(=O)c2cccc3nsnc23)C1 (configuration not stated)
    1.2	0	3.3	0	-0.4	3	0.3	4	-1.4	0.2	0.5
20: O=c1ccc(-c2ccc(S(=O)(=O)Nc3cccc(Br)c3)o2)n[nH]1
    -0.8	0	-1.0	-2	-1.9	-1	-0.1	3	-0.3	-1.1	-1.7

SMARCA2 act: hit marks shown above
entry	molecule	DAX1 inh-1	SMARCA2 act	PLCb3 inh	sPLA2-III inh	DAX1 inh-2	Rev-erbA mod	PG9 Ab binder	ssDAF-12 act	hcDAF-12 act
17	COCc1nnc(NC(=O)c2sc3ccccc3c2Cl)s1	1.3	9.8*	-17	-11	-0.7	-5	1.2	-1.1	2.1

New compounds follow
Each structure is followed by: DAX1 inh-1	SMARCA2 act	FXN GAA850 act	PLCb3 inh	hgDAF12 agonist	sPLA2-III inh	DAX1 inh-2	Rev-erbA mod	PG9 Ab binder	ssDAF-12 act	hcDAF-12 act
21: Cc1ccc(C)c(C(=O)COc2ncnc3ccccc23)c1
    1.4	3	0.7	-4	2.3	-6	0.3	1	0.6	-1.8	-0.9
22: CC(C)CCN(C)C1CCN(C(=O)NCc2ccccc2)CC1
    0.7	-8	.	5	-1.2	11	.	-2	.	-1.4	-1.6
23: CC(C)Cc1nnc(NC(=O)CCC(=O)NC2CCCCC2)s1
    0.1	-1	-0.3	2	-0.2	-2	1.4	-7	-0.2	-0.9	-0.9
24: Cc1csc(/C(=N\O)c2csc(C)n2)n1
    0.0	4	2.0	3	1.6	1	-0.1	-1	-2.2	-1.6	0.7
25: O=C(c1cccc(Cl)c1)N1CCN(c2ccnc3cc(Cl)ccc23)CC1
    .	.	.	-5	-0.1	-15	.	-1	.	-2.8	-4.4
26: COc1ccc(/C(O)=C2/C(=O)C(=O)N(CCCN3CCOCC3)C2c2ccc(OC)cc2)cc1 (configuration not stated)
    0.1	0	0.2	-3	1.2	-3	-0.6	0	0.4	0.1	-0.7
27: CN(c1ccccc1C(=O)Nc1cccc(C(F)(F)F)c1)S(C)(=O)=O
    -1.6	-2	2.4	3	0.9	12	-0.6	-2	2.8	-1.5	-1.4
28: CN(CC(=O)OCC(=O)c1c(N)n(C)c(=O)n(C)c1=O)S(=O)(=O)c1ccc(Cl)cc1
    -0.6	1	0.8	5	-1.3	-8	0.8	-2	0.3	-2.1	-2.3
29: CCC(c1nnnn1C1CCCC1)N1CCN(Cc2ccccc2)CC1 (configuration not stated)
    0.0	-2	-0.3	1	0.9	-1	0.1	6	-1.1	-0.4	-0.5
30: CCOc1ccccc1NC(=O)NC1(C(=O)N2CCN3CCCC3C2)CCCCC1 (configuration not stated)
    -0.1	-6	-0.1	0	0.0	-5	-0.4	-4	-1.1	-1.5	-2.4
31: [O-]/[N+](=C\C=C\c1ccccc1)c1ccccc1
    1.4	3	6.2	-10	14*	1	3.2	3	-0.5	0.3	3.8
32: COc1ccccc1N1CCN(C(=O)C2C3C=CC4(CN(Cc5ccccc5Cl)C(=O)C24)O3)CC1 (configuration not stated)
    -0.7	3	-2.1	4	-0.3	-2	1.5	2	0.3	-1.7	-0.8
33: COc1ccc(N2CC(C(=O)Nc3c4c(nn3-c3ccccc3)CS(=O)(=O)C4)CC2=O)cc1 (configuration not stated)
    -0.1	-1	0.6	-10	2.3	-5	1.0	1	-1.8	-1.5	-0.9
34: CC(=O)c1ccc(NS(=O)(=O)c2cccc(C)c2)cc1
    0.5	3	3.4	2	12*	-8	2.7	1	4.4	-1.3	1.4
35: Cc1ccc([C@@H]2CC(=O)[C@@H]3CN(S(=O)(=O)c4ccc(C)cc4)[C@H](c4ccccc4F)C[C@@H]3N2S(=O)(=O)c2ccc(C)cc2)cc1
    1.3	1	.	2	2.7	-11	.	4	-1.9	-1.0	0.0
36: COc1ccc2c(C)nc(Nc3nc(C)c(C)c(=O)[nH]3)nc2c1
    1.2	6	-17	-1	5.0	1	3.0	-1	-3.2	-0.6	3.8
37: CC1CCN(c2ccc(-c3cccc(NC(=O)c4ccco4)c3)nn2)CC1
    8.0*	6	0.5	-26	10	4	-1.0	-6	-1.8	0.1	3.3
38: C/C(CC(=O)NCc1ccco1)=N\NC(=O)c1ccc([N+](=O)[O-])cc1Cl
    -0.5	-2	0.3	-2	-0.5	-6	-0.6	-3	-6.4	-0.7	-1.7
39: COCCN(CCOC)Cc1c(C)[nH]c2ccccc2c1=O
    -0.4	-1	-0.1	2	-0.7	-1	2.8	-6	-0.9	-1.0	-0.3
40: CCC(C)NC(=O)c1ccc(CN2CCc3ccccc3C2)cc1 (configuration not stated)
    -0.5	-1	1.1	-3	0.8	3	-1.4	5	-0.3	-0.2	-1.2
41: Cc1cc(OCC(=O)N2CCC[C@@H]2C(=O)O)c2c(C)c(C)c(=O)oc2c1
    -0.4	2	-0.1	-323	3.3	-1	3.7	1	0.0	-1.1	-1.2
42: CCOC(=O)C1=C(C)NC(=O)NC1c1ccc(Cl)cc1Cl (configuration not stated)
    -0.7	-2	-2.9	3	-0.4	5	0.0	-5	2.5	-1.8	-0.2
43: NS(=O)(=O)c1ccc(CNS(=O)(=O)c2ccc(Cl)nc2)cc1
    -0.3	-4	0.8	-4	0.6	8	-1.4	0	-2.4	-1.6	-0.5
44: COc1ccc(OCC(=O)Nc2ccc(N3CCC(C)CC3)cc2)cc1
    -0.7	-2	1.4	0	-0.7	0	-0.3	3	-0.6	-1.5	-0.6
45: COc1ccc2c(c1)NC(c1ccc(N(C)C)cc1)c1cccn1-2 (configuration not stated)
    0.9	0	1.8	i	4.7	6	-1.1	-4	-2.0	-1.3	3.3
46: CCOc1ccccc1C1C(C#N)=C(N)Oc2cc(C)n(C)c(=O)c21 (configuration not stated)
    0.5	-3	-0.1	-29	-1.1	6	0.4	-3	2.2	-0.2	1.2
47: CSc1ncc(CN2CCc3c([nH]c4ccccc34)C2c2cccc(C)n2)cn1 (configuration not stated)
    -0.3	0	2.9	-22	6.3	-7	0.8	0	-0.9	0.8	3.6
48: COc1ccc(Br)cc1CN(C)CC(O)COc1ccc(Br)cc1 (configuration not stated)
    -0.1	-2	-2.5	-6	2.1	-6	-0.5	-1	-1.1	-0.8	-0.4
49: Cc1cc(C)n(-c2nc(NCC(C)O)c3c4c(sc3n2)CCCC4)n1 (configuration not stated)
    1.0	4	0.3	-3	1.7	3	-0.2	1	-1.1	-0.5	1.2
50: COc1ccc(CNC(=O)COC(=O)CCCOc2ccc(Cl)cc2Cl)cc1
    -0.3	-6	1.3	0	-2.8	-8	-0.3	-1	-0.3	-1.8	-4.2
51: Cc1ccc(C(=O)N/N=C/c2cccc(OC(=O)/C=C/c3ccco3)c2)cn1
    0.4	5	4.8	-4	4.2	-6	.	-10	-3.1	-0.8	2.2
52: N#C/C(=C\c1cccnc1)C(=O)Nc1ccc(Cl)cc1
    -0.3	-1	-0.4	-2	-1.8	-36	-0.2	-3	-1.2	-0.5	0.7
53: C=CCn1c(O)c(N=NC(=S)Nc2cccc(C)c2)c2ccccc21
    -0.6	-6	4.3	3	-1.2	17	-2.1	3	0.2	-1.3	-1.0
54: Cc1cc(OCCCCOc2ccc(S(N)(=O)=O)c(C)c2)ccc1S(N)(=O)=O
    -0.5	-3	0.7	-4	-4.7	-37	-0.8	3	-0.8	-2.4	-4.1
55: COc1ccc2c(c1)CCCC21NC(=O)N(CC(=O)c2cc(F)ccc2F)C1=O (configuration not stated)
    0.2	-1	0.7	-4	0.3	-4	-0.2	-5	-0.2	-1.8	1.2

Compound activity from PubChem BioAssay.
